Screening results (PubChem BioAssay)
SR-BI DiI-HDL act: enhances SR-BI lipid uptake from DiI-HDL | CHO ldlA[mSR-BI] cells, DiI-HDL uptake fluorescence, 3 h; 100 = double the neutral-control signal | activation, % at 12.5 µM | 320,000 tested, 0.096% active | AID 504775;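 active = mean replicate activation of at least 60% and every replicate at or above 60%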;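 also: 0% = median plate neutral-control signal and 100% = twice that signal; values of inactives mirror those of a sister screen read the other way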
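Test system: SR-BI-overexpressing, LDLR-lacking CHO cells. Measured by: DiI fluorescence, bottom read. Medium: Ham's F12 with 0.5% BSA, HEPES 25 mM, pH 7.4. Timing: 3 h uptake period with compound, 37 °C.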
MITF TRPM1 HTS: activators of MITF-driven TRPM1 promoter activity in SK-MEL-5 cells | SK-MEL-5 TRPM1-promoter luciferase, 24 h; % of positive control, neutral wells = 0 | activation, % at 12.5 µM | 300,000 tested, 0.75% active | AID 588334;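 active = mean activation of at least 80% with every replicate also reaching 80%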;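 also: 0% = neutral control wells and 100% = parthenolide positive control wells; values of inactives mirror those of a sister screen read the other way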
CDK5 inh: CDK5/p35 (human) kinase inhibition; 330,000 tested, 0.01% active; Recombinant CDK5/p35, ADP-Glo luminescence, 60 min; inhibition, % at 10 µM;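 active = highest replicate inhibition of at least 50% and at least 75% of replicates reaching 50%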;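 also: plate controls were DMSO neutral control for no effect and GW8510 at 10 µM for full effect; many of its hits are not listed in these tables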
Target sequence (Q00535 whole entry, looked up): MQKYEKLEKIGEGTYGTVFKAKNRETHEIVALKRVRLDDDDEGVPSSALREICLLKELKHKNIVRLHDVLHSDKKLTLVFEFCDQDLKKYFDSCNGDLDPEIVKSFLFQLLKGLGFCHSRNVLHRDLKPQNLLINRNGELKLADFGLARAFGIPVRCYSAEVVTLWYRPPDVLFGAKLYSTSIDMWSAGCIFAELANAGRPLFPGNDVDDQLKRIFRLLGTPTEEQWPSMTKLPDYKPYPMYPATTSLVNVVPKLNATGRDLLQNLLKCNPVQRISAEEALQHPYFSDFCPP
Target sequence (Q15078 whole entry, looked up): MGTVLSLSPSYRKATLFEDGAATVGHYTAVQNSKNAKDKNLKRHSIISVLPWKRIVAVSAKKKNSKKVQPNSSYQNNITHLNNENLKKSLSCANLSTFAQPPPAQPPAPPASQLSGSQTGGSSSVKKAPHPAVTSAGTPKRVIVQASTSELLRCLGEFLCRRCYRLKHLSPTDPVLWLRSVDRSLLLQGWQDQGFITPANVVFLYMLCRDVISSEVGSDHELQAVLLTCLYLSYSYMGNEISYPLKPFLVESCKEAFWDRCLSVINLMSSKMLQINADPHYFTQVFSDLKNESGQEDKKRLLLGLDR
HTR5A ag: counter-screen for OPRM1-OPRD1 agonists: human HTR5A agonism. P47898. 340,000 tested, 0.61% active. activation, % at 9.3 µM. HTR5A agonist assay, luminescence, cell-based; in the data active = activation mostly above about 9.5%, no sharp cut-off; inactive = mostly below about 7.6%;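 also: 0% = cells with vehicle only and 100% = reference agonist; strong numbers were not always called active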
Target sequence (P47898 whole entry, looked up): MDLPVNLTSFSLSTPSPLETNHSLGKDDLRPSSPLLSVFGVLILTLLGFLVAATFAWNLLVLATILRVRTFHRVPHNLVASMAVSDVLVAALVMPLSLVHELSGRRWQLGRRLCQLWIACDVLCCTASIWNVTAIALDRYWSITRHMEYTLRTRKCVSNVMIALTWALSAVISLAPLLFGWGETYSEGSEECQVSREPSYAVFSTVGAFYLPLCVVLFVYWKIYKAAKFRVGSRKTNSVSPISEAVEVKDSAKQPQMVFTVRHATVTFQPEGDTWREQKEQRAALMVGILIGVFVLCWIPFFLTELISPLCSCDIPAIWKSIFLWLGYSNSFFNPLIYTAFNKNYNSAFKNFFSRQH
PvdQ acylase: blocks Pseudomonas aeruginosa PvdQ acylase activity; purified PvdQ acylase, fluorescence plate reader; inhibition, % at 10 µM; 340,000 tested, 0.063% active; in the data active = inhibition above about 30%, passing the limit was not always enough;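 also: 0% = vehicle neutral wells and 100% = reference inhibitor wells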
Rtt109 HAT inh: inhibitors of Candida albicans Rtt109/Vps75 histone acetyltransferase. Q5AAJ8. purified Rtt109/Vps75, ThioGlo CoA-SH fluorescence, 4 h. inhibition, % at 34.9 µM. 330,000 tested, 0.16% active;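 active = inhibition of at least 50% in every replicate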
SR-BI HDL uptake: inhibitors of mouse SR-BI mediated HDL lipid uptake; Q61009; ldlA[mSR-BI] CHO cells, DiI-HDL uptake fluorescence, 3 h; inhibition, % at 12.5 µM; 320,000 tested, 0.96% active; AID 488896;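 active = mean replicate inhibition of at least 70% and a set share of replicates each scoring 70 or more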;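 also: 0% = median of neutral control wells and 100% = median of positive control wells; values of inactives mirror those of a sister screen read the other way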
Wnt act: activates Wnt/beta-catenin signaling in a reporter cell assay | activator, plate reader | activation, % at 9.35 µM | 300,000 tested, 1.2% active | AID 743398; in the data active = activation above about 30%, passing the limit was not always enough;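 also: 0% = neutral control wells and 100% = positive control wells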
dFosB activator: mouse delta FosB homodimer activation. activation, % at 25 µM. purified delta FosB, TAMRA-CDK5 oligo fluorescence polarization; percent of positive-control signal above neutral wells. 340,000 tested, 0.99% active. AID 493131;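 active = mean activation above about 17%, with every replicate also reaching it, limit read from the data, passing the limit was not always enough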;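 also: fluorescence polarization rise as delta FosB binds a TAMRA Cdk5 AP-1 oligo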
cardiac RTF act: increases calcium sensitivity of human cardiac regulated thin filaments; P19429+P45379; IANBD-labeled TnC RTF fluorescence at EC20 calcium; 0% EC20 calcium, 100% full calcium; activation, % at 7.2 µM; 340,000 tested, 0.24% active;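 active = activation above the mean over all tested compounds plus 3 SD, cut at about 30% in these data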;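 also: rise in fluorescence read as greater calcium sensitivity of cardiac thin filaments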
* = called active by the depositor; nt = no result given.

SMILES	SR-BI DiI-HDL act	MITF TRPM1 HTS	CDK5 inh	HTR5A ag	PvdQ acylase	Rtt109 HAT inh	SR-BI HDL uptake	Wnt act	dFosB activator	cardiac RTF act
CCOC(=O)c1cnc2c(c(C)nn2CC)c1NC1CC1	-10	-16	1.2	0	-7	0	10	-1	-4	0
CC(C)N(C)CCOC(=O)c1ccccc1Br	11	1	-0.4	-11	-12	-13	-11	nt	-4	9
c1ccc(-c2cnnc(SCc3cn4cccnc4n3)n2)cc1	-1	5	1.3	-3	-11	2	1	nt	0	-1
Cc1ccc(C)c(NC2=NC3(CCCCC3)N=C(N)N2)c1	6	nt	-1.8	-1	16	3	-6	nt	-4	2
CC1CCN(S(=O)(=O)c2cn(CC(=O)N3CCN(c4cccc(C(F)(F)F)c4)CC3)cn2)CC1	-53	-22	0.9	0	14	-15	53	nt	-11	-9
COc1ccc(/C=C(\C)C(=O)c2c(C)cc(C)[nH]c2=O)cc1	-3	1	-0.4	1	-9	5	3	2	-3	2
COc1ccccc1NC(=O)CN1CCN(CC(=O)Nc2ccc(F)cc2)CC1	-1	-4	-0.6	-4	5	-3	1	nt	-2	-4
NS(=O)(=O)c1ccc(Sc2nc3ccccc3s2)c([N+](=O)[O-])c1	9	nt	2.2	-5	15	-4	-9	-16	-1	5
COc1ccc(NC(=O)CSc2nnc(Cc3ccc(C)cc3)c(=O)n2N)cc1OC	8	-1	1.0	4	-16	-12	-8	-2	-4	-11
CC(C)(C)OC(=O)C[C@H]1C/C=C\C[C@H](CC(=O)N[C@@H](CO)Cc2ccccc2)C(=O)N[C@H](C(C)(C)C)COC1=O	37	9	-1.6	-3	-14	-16	-37	-3	-13	-2
Cc1ccc2c(c1)[C@H]1[C@H](CO2)[C@H](c2ccccc2)[C@]2(C)C(=O)N(Cc3ccccc3)CC(=O)N12	26	-3	1.2	6	-8	0	-26	-3	3	6
Cc1c(C(=O)NCc2cccnc2)oc2ccc(S(=O)(=O)N3CCC4(CC3)OCCO4)cc12	12	-7	0.5	-4	2	-13	-12	-2	-14	-4
CC(=O)c1cccc(N(CC(=O)Nc2ccc(S(=O)(=O)N3CCOCC3)cc2)S(C)(=O)=O)c1	-1	-3	-7.0	-5	-9	3	1	-1	-9	4
Cc1ccc(Nc2cc(C)nc(N3CCOCC3)n2)c(C)c1	2	3	0.7	-3	-8	-1	-2	-2	-2	-3
CCOCCOC(=O)C1=C(C)NC(=O)NC1c1ccc2c(c1)OCO2 (configuration not stated)	-1	nt	0.4	0	1	3	1	-1	2	4
CCC(=O)OC1CSc2nc3ccccc3n2C1 (configuration not stated)	-12	nt	0.3	-4	-8	-7	12	2	-2	1
CCOC(=O)N1CCN(S(=O)(=O)N(C)C)CC1	17	-3	1.3	-1	-9	-6	-17	nt	3	-2
C/C(=N\NC(=O)CSc1nc2ccccc2c(=O)n1-c1ccccc1C)c1cccs1	6	-11	0.6	9	-7	-2	-6	-3	11	2
COc1ccc(C(C)=O)cc1CSc1ccc2c(c1)OCCO2	-11	21	1.4	6	5	13	11	-1	-5	0
CN(CCCNC(=O)c1cc2c(=O)[nH]c3ccccc3c2n1C)Cc1ccccc1	-27	9	-1.0	-2	-13	2	27	-1	-14	-2
CCn1c2ccccc2c2nnc(SCc3ccccc3)nc21	-26	nt	-0.6	5	-13	-3	26	-5	-16	1
O=C(NC1CCN(S(=O)(=O)c2ccc(F)cc2)CC1)c1cccnc1	nt	nt	-2.6	8	-7	3	nt	-2	-2	5
O=C(O)c1cccc(S(=O)(=O)Nc2cccc(S(=O)(=O)N3CCCC3)c2)c1	4	-8	1.3	0	-13	-2	-4	2	-3	-2
O=C(Nc1ccccc1Oc1cccnc1)C1CCCN(C/C=C/c2ccccc2)C1 (configuration not stated)	21	1	1.4	-1	10	9	-21	-4	-6	1
O=S(=O)(NCCc1ccccc1)c1ccc(-n2cnnn2)cc1	nt	-2	0.3	2	6	1	nt	-4	1	-2
(further entries)
SMILES	SR-BI DiI-HDL act	MITF TRPM1 HTS	CDK5 inh	HTR5A ag	PvdQ acylase	Rtt109 HAT inh	SR-BI HDL uptake	Wnt act	dFosB activator	cardiac RTF act
O=C(c1ccc(Cl)c(S(=O)(=O)N2CCCCC2)c1)N1CCCC1	10	-1	0.3	0	5	-12	-10	-1	1	-3
COc1cccc(CN2CCCC(C(=O)c3ccc4c(c3)OCO4)C2)c1O (configuration not stated)	7	5	1.2	-1	-16	3	-7	0	-9	5
CC(=O)NCCCNc1ccc([N+](=O)[O-])cc1	27	21	0.6	1	-11	-1	-27	13	-2	0
N#Cc1ccccc1Cn1cc(/C=N/Nc2ccc([N+](=O)[O-])cn2)c2ccccc21	-96	4	-5.1	-3	1	0	96*	-3	-3	9
CCN1CCN(CCC(=O)Nc2cccc(OC)c2)CC1	17	-18	nt	3	8	2	-17	-5	-7	-3
Cc1ccc(NC(=O)C2=C(c3ccccc3)S(=O)(=O)CCS2(=O)=O)cc1	13	-94	0.8	6	-22	nt	-13	27	-3	0
CN(C)C(CNC(=S)Nc1ccc(F)cc1)c1cccnc1 (configuration not stated)	9	-6	-1.0	2	-21	0	-9	-3	4	-2
CCOC(=O)/C=c1\s/c(=C\c2ccc(C(=O)OC)cc2)c(=O)n1CC(=O)Nc1ccccc1	-13	0	-1.2	1	2	9	13	-5	9	4
C=CCNC(=O)c1cc2cccc(OC)c2oc1=O	27	6	1.0	2	-5	-4	-27	5	0	-1
Cc1ccc(C)c(OCC(=O)Nc2nc3ccc([N+](=O)[O-])cc3s2)c1	13	-12	0.4	3	2	-4	-13	-2	5	3
CCOc1ccc(C(C)=O)cc1CSc1nnnn1-c1ccc(O)cc1	-14	-10	2.2	1	-6	-6	14	-2	-16	-4
CSCCC(NC(=O)COc1ccccc1)C(=O)N1CCN(C(C)=O)CC1 (configuration not stated)	-6	8	0.7	7	-10	-6	6	-1	0	-3
O=C(Nc1ccc2[nH]c(=O)[nH]c2c1)c1c(F)c(F)c(F)c(F)c1F	24	10	1.7	-1	-16	2	-24	-2	-5	2
CCOc1ccccc1C(=O)NCC(=O)OCC(=O)N1CCCC1	-9	10	0.0	3	-15	-5	9	-2	3	5
Cc1ccc(NC(=O)COC(=O)CCc2ccccc2)c(Cl)c1	10	-2	0.0	-3	-10	6	-10	-2	-9	-2
O=C(COc1ccccc1)OCC(=O)N1CCCc2ccccc21	7	-3	-1.9	3	-3	-5	-7	5	6	1
CN(C(=O)CN1C(=O)NC(C)(CCc2ccccc2)C1=O)c1ccccc1 (configuration not stated)	6	-2	1.2	2	5	7	-6	-3	-1	-4
CC(C)(C)c1ccc(C(=O)N/N=C/c2ccccn2)cc1	8	13	1.6	1	3	-4	-8	15	-20	-2
COc1ccc(S(=O)(=O)N2CCNC(=O)C2)cc1Br	0	-14	0.7	0	3	16	0	8	-2	5
CC(Sc1nnc(-c2ccccc2F)n1C1CC1)C(N)=O (configuration not stated)	9	7	1.2	0	7	-2	-9	-1	3	-3
Cc1ccc(NC(=O)C=NOCC(=O)Nc2cc(C)cc(C)c2)cc1	-15	-10	-0.2	-1	-15	-2	15	0	25*	1
O=C(NCC(=O)N1CCN(S(=O)(=O)c2ccccc2F)CC1)c1ccc2c(c1)OCO2	33	7	-2.0	12*	-6	6	-33	3	-2	3
C(=N\N1CCN(Cc2cccc3ccccc23)CC1)/c1cccnc1	3	-4	2.7	0	-6	6	-3	0	-5	3
CCOC(=O)c1ncn2c1CN(C)C(=O)c1cc(F)ccc1-2	13	0	0.2	-3	-7	-5	-8	-2	4	5
Cc1oc(-c2ccccc2Cl)nc1CSCC(=O)O	5	-7	0.0	1	-6	-7	-5	0	1	-1

In another format: entries from further up.
Fields – SR-BI DiI-HDL act, MITF TRPM1 HTS, CDK5 inh, HTR5A ag, PvdQ acylase, Rtt109 HAT inh, SR-BI HDL uptake, Wnt act, dFosB activator, cardiac RTF act
O=C(c1ccc(Cl)c(S(=O)(=O)N2CCCCC2)c1)N1CCCC1
  10, -1, 0.3, 0, 5, -12, -10, -1, 1, -3
COc1cccc(CN2CCCC(C(=O)c3ccc4c(c3)OCO4)C2)c1O (configuration not stated)
  7, 5, 1.2, -1, -16, 3, -7, 0, -9, 5
CC(=O)NCCCNc1ccc([N+](=O)[O-])cc1
  27, 21, 0.6, 1, -11, -1, -27, 13, -2, 0
N#Cc1ccccc1Cn1cc(/C=N/Nc2ccc([N+](=O)[O-])cn2)c2ccccc21
  -96, 4, -5.1, -3, 1, 0, 96*, -3, -3, 9
CCN1CCN(CCC(=O)Nc2cccc(OC)c2)CC1
  17, -18, nt, 3, 8, 2, -17, -5, -7, -3
Cc1ccc(NC(=O)C2=C(c3ccccc3)S(=O)(=O)CCS2(=O)=O)cc1
  13, -94, 0.8, 6, -22, nt, -13, 27, -3, 0
CN(C)C(CNC(=S)Nc1ccc(F)cc1)c1cccnc1 (configuration not stated)
  9, -6, -1.0, 2, -21, 0, -9, -3, 4, -2
CCOC(=O)/C=c1\s/c(=C\c2ccc(C(=O)OC)cc2)c(=O)n1CC(=O)Nc1ccccc1
  -13, 0, -1.2, 1, 2, 9, 13, -5, 9, 4
C=CCNC(=O)c1cc2cccc(OC)c2oc1=O
  27, 6, 1.0, 2, -5, -4, -27, 5, 0, -1

Remaining list, next part
SMILES	SR-BI DiI-HDL act	MITF TRPM1 HTS	CDK5 inh	HTR5A ag	PvdQ acylase	Rtt109 HAT inh	SR-BI HDL uptake	Wnt act	dFosB activator	cardiac RTF act
N#Cc1ccccc1NC(=S)Nc1ccc(F)cc1	20	-10	0.2	0	-3	-10	-20	-1	-3	6
CCOC(=O)CSc1nc2cccnc2n1-c1ccc(F)cc1	-3	-7	-0.4	8	-20	0	3	0	-6	-4
Cn1ncc([N+](=O)[O-])c1C(=O)Nc1ccc(Cl)cc1	-6	-2	0.2	1	7	2	6	-1	9	4
CN(c1ccc(C(=O)Nc2ccc3c(c2)n(C)c(=O)n3C)cc1)S(C)(=O)=O	-7	-4	0.7	2	-6	1	7	4	0	-2
CC(C)(C)n1ncc2c(=O)n(Cc3c(Cl)cccc3Br)cnc21	12	10	1.3	2	-5	8	-12	3	0	8
O=C(Nc1nc(NC(=O)c2ccco2)n(-c2ccccc2)n1)c1ccccc1	-122	-32	0.8	-2	3	11	122*	nt	-5	-14
CN(C)CCN(C(=O)c1ccc2ccccc2c1)c1nc2ccc(F)cc2s1	-17	15	0.3	1	-7	-4	17	nt	26*	-4
COc1ccc2c(COC(=O)c3cccc(S(=O)(=O)NCC(C)C)c3)cc(=O)oc2c1	-34	7	0.5	0	-8	1	34	-3	-5	7
C=CCn1c(=O)c2ccccc2n2c(SCC(=O)N(C)C)nnc12	-10	2	1.8	0	1	13	10	-1	3	0
COc1cc(C(=S)N2CCN(C)CC2)ccc1OCC(=O)NCc1ccccc1	0	-8	-1.0	nt	-16	-11	0	0	1	nt
